Assay outcomes deposited in PubChem BioAssay by Small Molecule Screening Facility, UW Madison.
PriA SSB inh – inhibitors of Klebsiella pneumoniae PriA binding to SSB C-terminal tail; AlphaScreen SSBct-PriA binding, biotinylated peptide; inhibition, % at 33 µM; 430,000 tested, 0.6% active; AID 1272365; in the data active means inhibition mostly above about 37%, no sharp cut-off; inactive means mostly below about 20%;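 further: plate controls were negative control peptide for no effect and reference peptide for full effect; strong numbers were not always called active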
* hit, by the source's call; & = joins results of further samples. Only part of the results is shown (hit frequency here may not be typical).

compound | PriA SSB inh
O=C(CSc1n[nH]c(=O)c2cc(-c3ccc(F)cc3)nn12)NCc1ccc(F)cc1 | -5
CC1(C)COC(CC(=O)c2ccc(C(C)(C)C)cc2)=N1 | 0
NS(=O)(=O)c1ccc(N=Cc2cc(Br)ccc2O)cc1 | -1
Cc1ccc(S(=O)(=O)c2cnc(SCC(=O)Nc3ccc4c(c3)OCO4)[nH]c2=O)c(C)c1 | 1
COC(=O)c1ccccc1NC(=O)CCCCCN1C(=O)c2cccc3cccc(c23)C1=O | 2
CC(Cn1nc([N+](=O)[O-])cc1C)=NNC(=O)COc1ccc(Cl)cc1Cl | 6
O=c1c2ccccc2nnn1CN1CCCCC1 | -9
Cc1nn(C)c(C)c1C(=O)NCc1cncc(-c2cccs2)c1 | -8
COc1ccc(C=NNC(=O)CSCC(=O)Nc2ccccc2)cc1OC | -20
COc1ccc(C=NNC(=O)c2cc(-c3ccccc3)nc3ccccc23)c(C(=O)O)c1OC | 2
Cc1onc(-c2ccccc2Cl)c1C(=O)N1CCC2(CC1)CC(=O)c1ccccc1O2 | -9
O=C1CC(C(=O)O)C1 | -6&-4
O=C(c1cccnc1)N1CCN(S(=O)(=O)C2CC2)CC1 | -17
O=C(Cc1ccc(F)cc1)NCCn1ncc2c(N3CCN(c4ncccn4)CC3)ncnc21 | -16
COc1cc2[nH]c3c(=O)n(CC(=O)NCCC(C)C)cnc3c2cc1OC | -30
Cc1ccc(C(=O)Nc2ccc(SCc3ccncc3)nn2)cc1 | -11
CN(C)c1ccc(C=NNC(=O)CC#N)cc1 | 4
O=C(N1CCC(Oc2nc3ccccc3s2)CC1)C1(c2cccs2)CCCC1 | -7
O=C(CSc1nc2scc(-c3ccco3)c2c(=O)n1-c1ccccc1)Nc1ccc(F)c(Cl)c1 | 1
COc1ccc(S(=O)(=O)C(CNC(=O)C2CCCCC2)c2ccco2)cc1 (stereo unspecified) | -6

Brought forward from above: two entries, then new ones.
compound | PriA SSB inh
O=C(CSc1nc2scc(-c3ccco3)c2c(=O)n1-c1ccccc1)Nc1ccc(F)c(Cl)c1 | 1
COc1ccc(S(=O)(=O)C(CNC(=O)C2CCCCC2)c2ccco2)cc1 (stereo unspecified) | -6
Cc1ccc(C(=O)N2CCN(c3nc4ccc(F)cc4s3)CC2)cc1 | -1
CCOc1ccc(C=NOC(C)C(=O)NCc2ccc3c(c2)OCO3)cc1 (stereo unspecified) | -4
COc1cc(C=NNC(=O)c2ccc(N(C)S(=O)(=O)c3ccccc3)cc2)cc(OC)c1OC | -2
Cc1nn2c(NCCCn3ccnc3)cc(C(C)(C)C)nc2c1-c1ccc(Cl)cc1 | 1
Cc1nn(-c2ncc(NC(=O)c3ccccc3C(F)(F)F)cn2)c(C)c1C | -7
N#Cc1ccc(-c2ccccc2)[nH]c1=O | 3
Oc1c(Cl)cc(Cl)cc1C=Nc1nc2c(s1)CCCC2 | -19
COc1cccc(C(=O)Nc2ccc3c(c2)CN(C(=O)C(C)C)CC3)c1 | 0
O=C(Nc1ccc(F)c(F)c1)Nc1c[nH]c2ccccc12 | -11
Cn1c(=O)[nH]c(=O)c2c1nc(NC1CCCCC1)n2CC(O)c1ccccc1 (stereo unspecified) | -2
O=C(CNc1cccc(C(F)(F)F)c1)NN=CC1CCCCC1 | 3
NC(=O)Cn1nc(C2CC2)c2cnn(-c3cccc(Cl)c3)c2c1=O | -24
Brc1csc(C=NNc2nc3ccccc3s2)c1 | 2
O=C(NCc1cccs1)N1CCC(Oc2ccc(C(F)(F)F)cn2)CC1 | -1
COc1cn(CC(=O)Nc2ccc(Br)cc2)c(CSc2ccccc2)cc1=O | -17
CS(=O)(=O)c1ccc(CC(=O)Nc2nnc(-c3ccccc3Cl)o2)cc1 | -7
Cc1cccc(NC(=O)Cn2nc(C3CC3)c3cnn(-c4ccccc4)c3c2=O)c1 | -9
CCC(=O)Nc1ccc(SCC(=O)Nc2ccc(F)cc2)nn1 | -6
O=C(Cc1cccc2ccccc12)Nc1ccc2c(c1)CCCN2C(=O)c1cccs1 | -5
CCc1cccc(OCC(O)Cn2c(N=Nc3c(O)[nH]c(=O)[nH]c3=O)nc3c2c(=O)[nH]c(=O)n3C)c1 (stereo unspecified) | -2

Random excerpt: 6 entries already listed, in no set order.
compound | PriA SSB inh
N#Cc1ccc(-c2ccccc2)[nH]c1=O | 3
O=C(NCc1cccs1)N1CCC(Oc2ccc(C(F)(F)F)cn2)CC1 | -1
Cn1c(=O)[nH]c(=O)c2c1nc(NC1CCCCC1)n2CC(O)c1ccccc1 (stereo unspecified) | -2
CCC(=O)Nc1ccc(SCC(=O)Nc2ccc(F)cc2)nn1 | -6
Cc1ccc(C(=O)N2CCN(c3nc4ccc(F)cc4s3)CC2)cc1 | -1
Cc1nn2c(NCCCn3ccnc3)cc(C(C)(C)C)nc2c1-c1ccc(Cl)cc1 | 1

Remaining list, next part
compound | PriA SSB inh
O=C(Cc1ccc(NS(=O)(=O)Cc2ccccc2)cc1)N1CCOCC1 | -11
CCCN(C)c1nccn2c(=O)n(CC(=O)Nc3cccc(C(F)(F)F)c3)nc12 | -8
COc1ccccc1N1CCN(CCNC(=O)c2cc3ccccc3oc2=O)CC1 | -2
CC(=NNC(=O)c1cccnc1)c1ccccc1 | -2
CCOc1ccc(-n2ccn3c(CC(C)CC(=O)NCc4ccccc4Cl)nnc3c2=O)cc1 (stereo unspecified) | -8
COCCNC(=O)c1c(N)n(N=Cc2cccs2)c2nc3ccccc3nc12 | -44
CCOc1ccc(-c2nnc(NC(=O)c3cc(C)oc3C)o2)cc1 | -12
Cc1noc(-c2cncc(Br)c2)n1 | -12
COc1cccc(NC(=O)N(CCc2cccs2)C2CC2)c1OC | -7
O=C(NCCCn1ccnc1-c1ccccc1)C(=O)Nc1ccon1 | -5
O=[N+]([O-])c1ccc(Nc2ccccc2Cl)c2nonc12 | 59*
CCOC(=O)NC(=O)C(C#N)=NNc1cccc(Cl)c1 | 17
CC(=O)Nc1nc(SCC(=O)Nc2nnc(C)s2)[nH]c(=O)c1NC(=O)c1ccc(F)cc1 | -13&0
CC1CC(=O)Nc2c1c(NC(=O)C1CC(=O)N(c3ccc(F)cc3)C1)nn2C (stereo unspecified) | -6
O=C(Nc1ccc2c(c1)N(C(=O)C1CC1)CC2)c1c(F)cccc1Cl | -15
COc1ccccc1OCC#CCNS(=O)(=O)c1ccc(OC(F)(F)F)cc1 | -26
CCOC(=O)N1CCc2c(sc(NC(=O)c3ccc(Br)s3)c2C(=O)OC)C1 | -17
N#Cc1cccnc1OC1CCN(C(=O)COc2ccc(F)cc2)CC1 | 6
CN(C)Cc1c(C(=O)NN=Cc2ccco2)nnn1-c1nonc1N | -11
OCCOCc1ccc(O)c2ncccc12 | 140*

Next records
compound | PriA SSB inh
COC(=O)CC(N)=C(C#N)C(=O)OC | -12
COc1ncccc1C(=O)N1CCN(c2ccccc2F)CC1 | -6
CC(=O)C(Sc1nc(-c2cccc(C)c2)nc2c1c(=O)n(C)c(=O)n2C)C(C)=O | 5
FC(F)(F)c1nc2ccccc2n1Cc1ccc(Cl)cc1 | -12
CCOc1ccc(NC(=O)CSC2=NCCS2)cc1 | -32
CCn1c(SCC(=O)Nc2cccc(SC)c2)nc2ccsc2c1=O | -12
Cc1ccc(Nc2cc(Cl)nc(N)n2)cc1Cl | -22
O=C(Nc1ccccc1-c1nc2ccccc2[nH]1)c1coc2ccccc2c1=O | 4
CNC(=O)c1ccsc1NC(=O)c1cc(Cl)sc1Cl | -6
CC1CNC(=CC(=O)c2ccc(Cl)cc2)C(=O)N1 (stereo unspecified) | 1
S=C(NN=Cc1ccccc1Cl)Nc1ccccc1 | -8
O=C(NCc1cccnc1)C1CCN(c2ccc(-c3cccs3)nn2)CC1 | -12
CC(C)C(=O)Nc1ccc(C(=O)NCCNC(=O)C(c2ccccc2)c2ccccc2)cc1 | -15
Cc1cc2c(nc1C)CCCN2C[C@@H](C)ON=C1[C@H]2CCn3c(=O)n(-c4ccccc4)c(=O)n3[C@H]2[C@H](O)[C@@H]2O[C@H]12 | -4
Cc1cc(C(=O)Nc2cccc3c2C(=O)NC3=O)n(C)n1 | 2
O=C(NCC#CCN1CCCCC1)c1cccc(Cl)c1 | -11
Cc1ccsc1CCC(=O)N1CCC(S(=O)(=O)c2nncn2C)CC1 | -9
Cc1snc(SCC(=O)NN=C(N)COc2cccc(C(F)(F)F)c2)c1C#N | 6
O=C(NNC(=O)C1CC1)c1cccn(Cc2ccc(Cl)c(Cl)c2)c1=O | -3
COc1cccc(C2CC(c3ccco3)=NN2C(C)=O)c1O (stereo unspecified) | -5

New compounds follow
compound | PriA SSB inh
COc1ccc(-c2cc(=O)n(CC(=O)Nc3cc(C)cc(C)c3)cn2)cc1 | -2
CN1CCN(C(CNC(=O)c2ccccc2F)c2ccc3c(c2)CCCN3C)CC1 (stereo unspecified) | -10
CCNC(=O)CCn1cnc2c(cnn2C(C)(C)C)c1=O | 6
Cc1cc(C)nc(OC2CCC(NC(=O)C(O)c3ccccc3)CC2)n1 (stereo unspecified) | -2
COc1ccc2nc(N(/N=C\c3ccc([N+](=O)[O-])o3)C(=O)c3cccc([N+](=O)[O-])c3)sc2c1 | 4
Cn1c(=O)c2c(SC3CCCC3)nc(-c3cccs3)nc2n(C)c1=O | -27&-5
CCCCOc1ccc(-c2cc3c(=O)n(Cc4nc(-c5ccccc5C)no4)ccn3n2)cc1 | -19
O=C(Cc1cccnc1)N1CCCCC(c2ccc(F)cc2)C1 (stereo unspecified) | -3
COc1ccccc1-c1cc(=O)c2cc(NC(=O)c3ccc(F)cc3)ccc2o1 | -10
CC1CC(C)CN(S(=O)(=O)c2ccc(C(=O)Nc3ccc(Br)cc3C(=O)c3ccccc3)cc2)C1 (stereo unspecified) | 9
Clc1ccc(Cc2nnc3sc(-c4ccc5c(c4)OCCO5)nn23)cc1 | -7
Cc1cc(=O)n(CC(=O)NCc2cccnc2-c2cccs2)cn1 | -6
Cc1nc2ccccc2n1CC1CCN(CC(=O)Nc2cc(C(F)(F)F)ccc2Cl)CC1 | 9
O=c1[nH]nc(-c2ccc(F)cc2)c2sc(N3CCOCC3)nc12 | 3
CN(C)c1ccc(OC2CCN(C(=O)Cn3cnc4ccccc4c3=O)C2)nn1 (stereo unspecified) | -5
CCCS(=O)(=O)N1CCCc2cc(NS(=O)(=O)CC(C)C)ccc21 | 4
O[C@H]1CCN(c2ccc(C(F)(F)F)cn2)C1 | -1
COc1c2ccc(C(=O)N3CC(Oc4cc(C)n(C)c(=O)c4)C3)cc2nn1C | -11
N#CC(=C(O)c1cc(Cl)cc(Cl)c1)c1nc2ccccc2[nH]1 | -12
Cc1cc(C)c2sc(N)nc2n1 | -2

Following part:
compound | PriA SSB inh
CC(=NNC(=O)c1ccc(-c2ccccc2)cc1)c1cc(O)cc(O)c1 | 11
O=C(ON=Cc1ccc(N2CCOCC2)c([N+](=O)[O-])c1)c1ccccc1Cl | 13
COc1cnc(C)[nH]c1=O | -18
COc1ccc(S(=O)(=O)NCC(=O)N2CCOC(c3ccccc3)C2)cc1 (stereo unspecified) | -5
NCC1CCCN(c2nccs2)C1 (stereo unspecified) | -1
O=C(NCC(O)c1ccc2c(c1)CCO2)c1c(F)cccc1Cl (stereo unspecified) | -14
CSc1cccc(NC(=O)Cc2nnc(-c3ccsc3)o2)c1 | -9
O=C1O[C@]2(CCCN(C(=O)CN3C(=O)CCC3=O)C2)c2ccccc21 | 8
COc1ccccc1-n1ncc2c(C)nnc(SCC(=O)NCc3ccco3)c21 | 1&1
CCS(=O)(=O)c1ccccc1C(=O)Nc1ccccc1-c1nc2ccccc2[nH]1 | -3
COc1cc2nc(Nc3nc4c(C)cc(C)cc4s3)sc2cc1OC | -8&9
CCn1cc(S(=O)(=O)N2CCCN(S(=O)(=O)c3cnn(C)c3)CC2)nc1C | -4
O=C(NNC(=O)c1cccn(Cc2cccc(F)c2)c1=O)Nc1ccc(Cl)c(Cl)c1 | -2
COc1ccc(C=O)cc1CSc1nc2c(sc3ncccc32)c(=O)n1Cc1ccc(F)cc1 | -6
Cc1c(C)n2c3c(=O)n(Cc4ccccc4F)c(=O)n(C)c3nc2n1-c1ccccc1F | 0
COc1ccc(Cl)cc1NC(=O)CSc1nnc(CCn2ccc(=O)[nH]c2=O)o1 | -2
Cn1c(O)c(C=NN2CCCCC2)c(=O)[nH]c1=O | -10
Cc1ccc(S(=O)(=O)N2CCc3ccc(NS(=O)(=O)Cc4ccc(F)cc4)cc3C2)cc1 | 3
COc1ccc(NC(=O)CON=C2CCCc3nonc32)c(OC)c1 | 0
O=C(NN=Cc1ccc(N2CCOCC2)cc1)C1CC1 | -9

Following part.
compound | PriA SSB inh
O=C1CN(C(=O)C2CN(C(=O)c3cnccn3)C2)CCN1 | -5
COc1ccc(OC)c(NC(=O)C(=O)NCC2CCN(Cc3cccs3)CC2)c1 | -16
Cc1cccc(NC(=S)NN=Cc2c[nH]c3ccccc23)c1 | 6
Cn1ccsc1=NS(=O)(=O)c1ccc(F)cc1 | -14
O=C1NC2=C(C(=O)N(Cc3cccs3)C2)C(c2ccc(Cl)c(Cl)c2)N1 (stereo unspecified) | 4
O=C(CSc1nnc(Cc2ccc(Cl)cc2)n1-n1cccc1)Nc1ccc(F)cc1 | 20
CCCCNNC(=O)c1ccc(Br)cc1 | -4
CCOC(=O)C1CCN(C(=O)CCc2csc(NC(=O)Nc3ccccc3)n2)CC1 | -18&-1
O=C(Nc1nc(-c2cc([N+](=O)[O-])cs2)cs1)C1CC1 | 16
O=C(Nc1ccccn1)C1CCN(c2ccc(-n3cccn3)nn2)CC1 | -12
Fc1cccc(C=NNc2nc3ccccc3[nH]2)c1 | 14
COc1ccc(-c2nc(NC(=O)c3ccc(C#N)cc3)sc2C)cc1 | 5
COc1ccccc1-c1nnc(NC(=O)c2cc(-c3ccccc3)nc3ccccc23)o1 | -8
CCOc1cccc2sc(NNC(=O)c3ccc(F)cc3)nc12 | 11
COC(=O)c1ccc(CN2C(=O)S/C(=C\c3ccc(O)cc3)C2=O)cc1 | -4
